MBNL1 CUG block: qHTS Assay for Inhibitors of MBNL1-poly(CUG) RNA binding; Muscleblind-like protein 1 (Homo sapiens), Q9NR56; TR-FRET MBNL1-His/biotin-(CUG)12 binding, 665/545 ratio; Potency, µM (top dose mostly 57.5 µM), for the others: at the top dose activity change, negative = inhibition, usual class: inhibitors; 280,000 compounds, 0.036% hits; active = well fitted inhibition curve with a large enough effect in the signal ratio, with a control signal flat, not every such curve was filed as active; inconclusive = small, poorly fitted or top-dose-only effect, or effect the other way, or a change in a side signal; inactive = no such curve, though single readings can be large or run the other way; the % refers to the signal ratio; also: potency is read from the fitted curve at half-maximal effect; % is scaled to controls: 0 for no effect and ±100 for the full control effect
Target sequence (Q9NR56 whole entry, looked up): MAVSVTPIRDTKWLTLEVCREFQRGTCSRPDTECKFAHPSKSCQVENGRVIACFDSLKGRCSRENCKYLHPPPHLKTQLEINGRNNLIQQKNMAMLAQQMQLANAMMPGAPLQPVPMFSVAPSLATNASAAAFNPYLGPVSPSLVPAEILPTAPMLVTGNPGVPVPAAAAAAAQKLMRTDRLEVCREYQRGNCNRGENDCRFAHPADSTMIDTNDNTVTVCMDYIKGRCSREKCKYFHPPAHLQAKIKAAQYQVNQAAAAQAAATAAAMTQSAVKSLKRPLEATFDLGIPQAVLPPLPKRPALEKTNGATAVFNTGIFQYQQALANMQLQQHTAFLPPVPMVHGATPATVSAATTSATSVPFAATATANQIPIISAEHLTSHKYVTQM
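TR-FRET readout: Ex 340 nm, 665/545 nm emission ratio, normalized to buffer-only (basal) and MBNL1-(CUG)12 controls. Complex of MBNL1-His with Biotin-(CUG)12, compounds 92 nM–58 uM, incubated 60 min at room temperature.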
KCNH2 3.1 block: qHTS for Inhibitors of KCHN2 3.1: Mutant qHTS; AID 720553, 2013; 340,000 compounds, 0.95% hits; Potassium voltage-gated channel subfamily H member 2, brain isoform KCNH2 3.1 (human); U2OS KCNH2 3.1, thallium flux FluxOr; stronger effect = lower value; activity change, % (tested at about 1.8 µM);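 active = maximum activity change below -70%; inconclusive = maximum activity change from -70% to -50%; inactive = maximum activity change above -50%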;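 also: thallium influx rate constant from kinetic fluorescence after stimulation buffer; % is scaled to controls: 0 for no effect and ±100 for the full control effect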
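We transduce U2OS cells with the mutant 3.1 virus, culture them overnight, load FluxOr with Red40 quencher for 45 min, then add stimulation buffer and read kinetically for 2 min to derive a normalized rate constant.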
Menin-MLL TR inh: qHTS Assay for Inhibitors Targeting the Menin-MLL Interaction in MLL Related Leukemias: Competition With Texas Red Labeled MLL-derived Mutant Peptide; 270,000 compounds, 0.23% hits; Menin + Texas Red MLL mutant peptide, fluorescence polarization; Potency, µM (highest dose often 61.6 µM), without a hit: at the highest dose FP activity change, negative = inhibition, hits mostly inhibitors; active = well fitted inhibition curve with a large enough effect in the polarisation, with a control signal flat, not every such curve was filed as active; inconclusive = small, poorly fitted or top-dose-only effect, or effect the other way, or a change in a side signal; inactive = no such curve, though single readings can be large or run the other way; the % refers to the polarisation; also: potency is read from the fitted curve at half-maximal effect; % of control where 0% means no effect; many of its hits are not listed in these tables
PKM2 activator: qHTS Assay for Activators of Human Muscle isoform 2 Pyruvate Kinase; 260,000 compounds, 0.34% hits; Potency, µM (titrated, usually from 57.5 µM), inactives show top-dose activation, actives largely listed as activators; Pyruvate kinase PKM (Homo sapiens), P14618; purified PKM2, Kinase-Glo ATP luminescence, activation; response scale: 0% is enzyme alone, no compound; AID 1631, 2009; also: potency is read from the fitted curve at half-maximal effect; % is scaled to controls: 0 for no effect and ±100 for the full control effect; nearly all actives have a fitted effect of over 55% in size
Target sequence (P14618 whole entry, looked up, canonical isoform): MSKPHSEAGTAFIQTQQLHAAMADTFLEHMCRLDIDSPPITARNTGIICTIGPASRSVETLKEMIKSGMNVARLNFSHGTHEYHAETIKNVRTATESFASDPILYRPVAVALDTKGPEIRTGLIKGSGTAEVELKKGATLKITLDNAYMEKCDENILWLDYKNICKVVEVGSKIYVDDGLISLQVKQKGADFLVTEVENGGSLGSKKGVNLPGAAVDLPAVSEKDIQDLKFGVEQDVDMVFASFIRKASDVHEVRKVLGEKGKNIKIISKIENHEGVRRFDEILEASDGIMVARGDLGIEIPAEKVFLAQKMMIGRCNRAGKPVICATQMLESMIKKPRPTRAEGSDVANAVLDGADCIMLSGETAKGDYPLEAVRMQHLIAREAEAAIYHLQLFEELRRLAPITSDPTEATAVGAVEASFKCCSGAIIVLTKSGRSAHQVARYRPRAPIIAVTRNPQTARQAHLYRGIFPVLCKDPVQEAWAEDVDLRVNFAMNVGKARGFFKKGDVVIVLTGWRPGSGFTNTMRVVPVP
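hPK-M2, >95% pure; 0.1 mM ADP / 0.5 mM PEP final; imidazole pH7.2 buffer w/ 7 mM MgCl2, 50 mM KCl; 1 h RT; Kinase-Glo lum. Intermediate enzyme activity for dual inhibitor/activator qHTS.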
RORgamma inh: qHTS for inhibitors of ROR gamma transcriptional activity | Drosophila S2 Gal4-RORgamma UAS-luciferase reporter, 20 h | Potency, µM (highest dose often 53.6 µM), without a hit: top-dose activity change, negative = inhibition, most hits filed as inhibitors | 310,000 compounds, 5.4% hits; also: potency is read from the fitted curve at half-maximal effect; % is scaled to controls: 0 for no effect and ±100 for the full control effect; nearly all actives have a fitted effect of over 60% in size
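Luminescence from a UAS-regulated Photinus luciferase reporter in stably transfected Drosophila Schneider cells is measured; decreased signal marks ROR gamma inhibition. Fusion expression is induced by 700 uM copper sulfate for 20 hr.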
NPC1 promoter act: qHTS Assay for NPC1 Promoter Activators; Huh7 NPC1 promoter luciferase reporter, 24 h; AID 485313, 2010; Potency, µM (top dose mostly 9.22 µM), for the others: at the highest dose activation, hits mostly activators; 320,000 compounds, 2.4% hits;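 also: potency is read from the fitted curve at half-maximal effect; % of control where 0% means no effect; nearly all actives have a fitted effect of over 60% in size; reporter is driven by a mutant NPC1 promoter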
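Compounds in DMSO were transferred onto Huh7 NPC1-luciferase reporter cells pre-incubated 2 h; after 24 h at 37 °C, Amplite reagent was dispensed and luminescence recorded 10 min later.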
Mito fusion yeast: qHTS Assay for Small Molecule Inhibitors of Mitochondrial Division or Activators of Mitochondrial Fusion; S. cerevisiae fusion-defective mutant growth rescue, CellTiterGlo 48 h; AID 485298, 2010; 320,000 compounds, 0.23% hits; Potency, µM (titrated, usually from 46.1 µM), for inactives: at the highest dose growth rescue (activation), usual class: activators;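 also: potency is read from the fitted curve at half-maximal effect; % of control where 0% means no effect; nearly all actives have a fitted effect of over 45% in size; temperature-sensitive fusion mutants such as fzo1-1 at 37 °C on non-fermentable ethanol glycerol medium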
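Growth-rescue viability read-out: after 48 h at the non-permissive 37C in glycerol/ethanol YPEG, yeast mitochondrial fusion mutants are measured by CellTiterGlo luminescence; compounds (23 nl pinned per well) restoring growth score as division inhibitors or fusion activators.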
VP16 counter: VP16 counterscreen qHTS for inhibitors of ROR gamma transcriptional activity; Drosophila S2 Gal4-VP16 UAS-luciferase, luminescence, 20 h; Potency, µM (doses to about 53.6 µM), for inactives: at the highest dose activity, negative = inhibition, hits mostly inhibitors; 310,000 compounds, 3.5% hits; AID 2546, 2010;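 also: Gal4-VP16 expression switched on by copper sulfate through the metallothionein promoter; potency is read from the fitted curve at half-maximal effect; % is scaled to controls: 0 for no effect and ±100 for the full control effect; nearly all actives have a fitted effect of over 50% in size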
Rab9 prom act: qHTS Assay for Rab9 Promoter Activators; Huh7 Rab9 promoter-luciferase reporter, luminescence, 24 h; Potency, µM (titrated, usually from 9.22 µM), for the others: at the highest dose activation, negative = inhibition, actives largely listed as activators; 320,000 compounds, 2.8% hits; AID 485297, 2010; also: potency is read from the fitted curve at half-maximal effect; % of control where 0% means no effect; nearly all actives have a fitted effect of over 60% in size
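Quantitative HTS format; Huh7 Rab9-luciferase reporter cells (1500/well) receive compound 2 h post-plating, incubate 24 h at 37 °C, then get luciferase reagent for 10 min before luminescence reading.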
ELG1 repair inh: qHTS screen for small molecules that inhibit ELG1-dependent DNA repair in human embryonic kidney (HEK293T) cells expressing luciferase-tagged ELG1 | Potency, µM (highest dose often 46.1 µM), for inactives: top-dose activity change, negative = inhibition, most hits filed as inhibitors | 330,000 compounds, 2.3% hits | HEK293T ELG1-luciferase reporter, luminescence, 16 h; DNA damage induced by 5-fluorouridine; also: potency is read from the fitted curve at half-maximal effect; % is scaled to controls: 0 for no effect and ±100 for the full control effect; nearly all actives have a fitted effect of over 55% in size
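Cells (2,000 per well) received 5-fluorouridine plus test compound or DMSO and were incubated 16 hr at 37 °C, 5% CO2. Luciferase activity was read by luminescence 30 min after ONE-Glo addition; signal suppression marked inhibition of damage-induced ELG1 function.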
FLuc modulator: qHTS profiling assay for firefly luciferase inhibitor/activator using purifed enzyme and Km concentrations of substrates (counterscreen for miR-21 project). 360,000 compounds, 6.9% hits. Luciferin 4-monooxygenase (Photinus pyralis), P08659. purified FLuc, Km substrates, luminescence inhibition. AID 588342, 2011. Potency, µM (top dose mostly 57.5 µM), for the others: top-dose activity change, negative = inhibition, hits mostly inhibitors;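 also: potency is read from the fitted curve at half-maximal effect; plate controls were vehicle for no effect and reference inhibitor for full effect; nearly all actives have a fitted effect of over 55% in size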
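Purified P. pyralis luciferase, 10 nM final, with Km-level 10 uM D-luciferin and 10 uM ATP in 50 mM Tris acetate pH 7.5, 10 mM Mg acetate, 0.01% Tween-20, 0.05% BSA; 6-point qHTS titration about 60 µM downward; luminescence read.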
* = called active by the depositor; ? = inconclusive; nt = no result given; & = joins results of further samples; [ ] = another dose, or the depositor's remark. Unless noted, calls follow the shape of the dose curve; as a rule, active = well fitted curve in the direction sought with a large enough effect; inconclusive = small, poorly fitted or top-dose-only effect, or another doubt; inactive = no such curve, though single readings can be large; an effect the other way counts as inactive or inconclusive.

SMILES	MBNL1 CUG block	KCNH2 3.1 block	Menin-MLL TR inh	PKM2 activator	RORgamma inh	NPC1 promoter act	Mito fusion yeast	VP16 counter	Rab9 prom act	ELG1 repair inh	FLuc modulator
CN(C)c1ccc(C(C[N+](=O)[O-])c2c(N)n(C)c(=O)n(C)c2=O)c(F)c1C#N (stereo unspecified)	-3%	-9	-29%	nt	6.3µM*	-7%	-18%	11µM*	0%	-8%	-1%
COc1cccc(NS(=O)(=O)c2ccc(S(=O)(=O)N3CCOCC3)cc2)c1	-12%	-16	7%	-5%	1%[10 µM]	7%	-1%	3%	0%	-10%	1%
O=[N+]([O-])c1ccc(N2CCN(CCO)CC2)c2ncccc12	nt	-3	0%	-16%	-9%	2%	-9%	-13%	-6%	?	2%
CN(C(=O)COC(=O)/C=C/c1ccc(F)cc1)c1c(N)n(Cc2ccccc2)c(=O)[nH]c1=O	nt	10	nt	nt	nt	-1%	-1%	nt	0%	8%	3%
CC(=O)Nc1nc(C)nc(-c2ccccc2OC(C)=O)n1	6%	26	5%	1%	16%	-4%	-4%	0%	-3%	-14%	7%
Cc1ccc(-c2csc3nnc(SCc4csc(C)n4)n23)cc1	-7%	4	-7%	0%	-25%	-3%	3%	1%	-2%	-4%	6%[2.3 µM]
Cc1ccc2c(c1)C=CC(C)(C)S2=O (stereo unspecified)	-18%	-3	-4%	-2%	3%	0%	-1%	3%	1%	-6%	3%
COc1ccccc1NC(=O)CN1CCN(CC(=O)Nc2ccc3c(c2)OCO3)CC1	-9%	-40	-11%	-19%	-7%	-4%	-1%	2%	-4%	-24%	0%
CCO[C@H]1OC(C(=O)NC2CC2)=C[C@@H](c2csc3ccccc23)[C@@H]1CCCO	1%	2	-4%	?	25%	-2%	7%	4%	0%	0%	-1%
c1ccc(CSc2nnc3ccc(-c4ccncc4)nn23)nc1	?	15	3%	8%	34%	-7%	-4%	8%	-3%	22%	-2%
C=CCSc1nnc(NC(=O)CCN2C(=O)C3CC=CCC3C2=O)s1 (stereo unspecified)	nt	-8	nt	nt	nt	-2%	-9%	nt	-1%	?	-4%
Cc1nc(-c2ccc(S(=O)(=O)Oc3ccc(Cl)cc3Cl)s2)cs1	8%	3	nt	-9%	15%	-3%	-1%	-1%	?	?	-6%
CC(C)NC(=O)N1CCN(c2ccncc2S(=O)(=O)N2CCOCC2)CC1	-4%	8	4%	-13%	20%	-2%	1%	-2%	0%	4%	-4%
O=C(NCc1cccnc1)c1cccc(F)c1	?	-2	1%	3%	1%	-1%	-1%	1%	0%	11%	7%
CCC(C)C(NC(=O)[C@@H](NC(=O)c1ccccc1F)C(C)C)C(=O)OC (stereo partly specified)	-2%	-1	4%	9%	-10%	-5%	-2%	-1%	3%	-11%	9%
N#Cc1c(-c2ccco2)cc(-c2ccccn2)nc1N	?	3	?	12%	10µM*	3%	0%	11µM*	14%	?	?
CCCCOc1ccc(C(=O)NNC(=O)C2C3C=CC(C3)C2C(=O)O)cc1 (stereo unspecified)	-1%	-15	nt	-3%	?	0%	-1%	-23%	10%	0%	1%
CCCCCCn1c(C)nc2c(c1=O)c1nc3ccccc3nc1n2/N=C/c1ccco1	6%	-2	-5%	-1%	15%	-5%	0%	0%	-7%	?	0%
O=C(CC(Nc1ccccc1)c1ccccc1)C1CC1 (stereo unspecified)	nt	1	nt	3%	0%	-5%	-2%	-12%	3%	-11%	-2%
CN(CC(=O)Nc1cccc(F)c1)C(=O)c1ccc(OCC2CCCO2)cc1 (stereo unspecified)	2%	4	10%	1%	nt	14%	2%	nt	15%	-5%	0%
Cc1ccc(NC(=O)Cn2cnc3sc(C(=O)NCCN(C)C)c(C)c3c2=O)cc1Cl	15%	nt	26%	6%	-25%	-5%	-7%	-8%	-1%	?	-3%
COc1cc(C(C)=O)ccc1OCC(O)CN1CCN(c2ccc(C)c(C)c2)CC1 (stereo unspecified)	-4%	-2	?	-4%	0%	8%	-1%	5%	5%	-26%	-1%
Cc1ccccc1NC(=O)C1(C)Cc2ccccc2C(=O)O1 (stereo unspecified)	0%	12	0%	1%	-4%	2%	-2%	5%	-1%	-3%	6%
C/C(=N\N(Cc1ccccc1)c1ccccc1)c1cccnc1	-4%	-16	-27%	0%	-20%	0%	-4%	-15%	0%	-9%	-7%
Cc1cc(NC(=O)CCCn2ccc([N+](=O)[O-])n2)n(Cc2ccc(F)cc2)n1	17%	3	0%	4%	24%	-4%	3%	0%	1%	-1%	-3%
CN(CC(=O)NC1CCCCC1)S(=O)(=O)c1cccc2cccnc12	1%	29	-2%	2%	-14%	-4%	1%	5%	-2%	-4%	8%
O=C(c1ccc2nc(-c3ccccc3)c(-c3ccccc3)nc2c1)N1CCCCC1	?	-5	nt	4%	1%	-8%	17%	-7%	-1%	?	4%
O=C(CCn1c(=O)oc2ccccc21)NCc1ccco1	1%	-3	11%	-1%	1%	0%	1%	0%	3%	9%	4%
Cc1cccc(OCC(O)Cn2c(=N)n(CCN3CCCCC3)c3ccccc32)c1 (stereo unspecified)	11%	?	-1%	4%	-23%	0%	-4%	-24%	-3%	?	3%&5%
CCOC(=O)C1(Cc2ccccc2C)CCCN(C(=O)c2ccnn2C)C1 (stereo unspecified)	-9%	-18	-1%	-10%	24%	3%	-2%	0%	2%	15%	-13%
Cc1cccc(C(=O)Nc2nnc(S(=O)(=O)N3CCOCC3)s2)c1	8%	3	?	13%	27%	8%	?	-11%	11%	16%	-18%
COc1ccc(CCN(C)C2CCCN(C(=O)Cn3cnnn3)C2)cc1OC (stereo unspecified)	-5%	7	0%	-1%	-2%	-3%	-1%	5%	7%	16%	-2%
CCOc1ccc(NC(=O)C2CCCN(c3c(CC)c(C)nc4ncnn34)C2)cc1 (stereo unspecified)	-1%	1	-1%	0%	?	-3%	-2%	-17%	-16%	?	0%
CCOc1ccc(NC(=O)c2cc3cc4ccc(OC)cc4nc3o2)cc1	2%	-2	5%	-1%	-1%	-7%	0%	2%	1%	?	2%
CCOCCCn1c(=N)c(C(N)=S)cc2c(=O)n3cccc(C)c3nc21	?	-15	-28%	13%	-105%	-4%	6%	14µM*	-2%	?	-13%
COC(=O)c1ccccc1S(=O)(=O)N1CCC(C(=O)NC2=NCCS2)CC1	nt	1	nt	nt	nt	-2%	3%	nt	-3%	-12%	2%
C=CCSc1nnc(-c2cccnc2)o1	-4%	4	4%	-4%	-18%	-2%	-1%	1%	2%	?	-3%
CCc1nc2sc3c(c2c(=O)n1CCO)CCC3	-6%	-5	-9%	-3%	nt	3%	2%	nt	5%	14%	4%
Cc1ccc(CNS(=O)(=O)c2c(N)n(C)c(=O)n(C)c2=O)cc1	-2%	11	nt	2%	-1%	0%	0%	1%	2%	4%	0%
CC1CCN(C(=O)COC(=O)c2nn(C)c(=O)c3ccccc23)CC1	24%	5	nt	4%	-13%	3%	1%	1%	5%	?	?
O=C(CSc1ncn[nH]1)Nc1cc(S(=O)(=O)N2CCCC2)ccc1Cl	-4%	-17	-13%	12%	24%	-5%	-7%	-10%	7%	-10%	-9%
Cc1ccc(OCC(=O)N(C)CC(=O)Nc2ccc(N3CCOCC3)cc2)cc1	nt	6	nt	nt	nt	0%	-3%	nt	-5%	25%	0%
COc1ccc(-c2cc(C(=O)NCc3ccc(Cl)cc3)no2)cc1OC	4%	-23	-1%	0%	?	1%	-12%	1%	-7%	7%	0%
O=C(/C=C/c1ccc(-c2ccc(F)cc2)o1)N1CCCC1	?	18	-6%	-1%	19%	2.8µM*	7%	6%	3.2µM*	?	13µM*
COc1ccc(Cl)cc1NC(=S)Nc1cccc(C)c1	5%	11	27%	-3%	11µM*	0%	-1%	?	1%	1%	-3%

The list is partial. The share of hits here may be higher or lower than overall.
